# Anthrax LF prot = Bacillus anthracis LF protease inhibitors, primary screen, biochemical, multiplex microsphere, MLPCN library. Lethal factor (Bacillus anthracis), P15917. hit rate 0.12% among 360,000. inhibition, % at 10 µM. multiplex microsphere protease cleavage assay; in the data active means inhibition above about 30%; inconclusive means no clear call, values can overlap the other calls; further: plate controls were buffer without enzyme for full effect and enzyme alone for no effect
# TcdB GH inh = TcdB glycohydrolase inhibitors, primary screen, biochemical, single point, plate reader. inhibition, % at 9.99 µM. TcdB glycohydrolase enzymatic assay. AID 652162, 2013. Toxin B (Clostridioides difficile), P18177. hit rate 0.24% among 350,000; in the data active means inhibition above about 10%
# MazF activator = activators of E. coli MazEF toxin-antitoxin RNase, primary screen, biochemical, fluorescence, uHTS; hit rate 0.32% among 350,000; Endoribonuclease toxin MazF (Escherichia coli (strain K12)), P0AE70; activation, % at 20 µM; FAM/BHQ RNA-DNA oligo cleavage fluorescence, 5 h; in the data active means activation above about 50%
# Target sequence (P0AE70 whole entry, looked up): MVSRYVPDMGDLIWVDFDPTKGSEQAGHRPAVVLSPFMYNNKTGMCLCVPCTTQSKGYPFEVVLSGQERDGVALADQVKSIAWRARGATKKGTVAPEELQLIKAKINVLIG
# PfHsp40 rescue = rescue of yeast from PfHsp40 toxicity, primary screen, S. cerevisiae, ATP luminescence | growth rescue, % at 12.5 µM | S. cerevisiae expressing PfHsp40, growth rescue | hit rate 0.68% among 340,000 | AID 504582, 2011; in the data active means growth rescue above about 28%, passing the limit was not always enough; inconclusive means no clear call, values can overlap the other calls;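 further: yeast W303a lacking pdr1 and pdr3 grown in galactose medium; growth measured after three days at 30 °C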
# PriA SSB inh = inhibitors of Klebsiella pneumoniae PriA binding to SSB C-terminal tail, primary screen, biochemical, AlphaScreen; AID 1272365, 2023; hit rate 0.6% among 430,000; PriA–SSB C-terminal tail interaction (Klebsiella pneumoniae); AlphaScreen SSBct-PriA binding, biotinylated peptide; inhibition, % at 33 µM; in the data active means inhibition mostly above about 37%, no sharp cut-off; inactive means mostly below about 20%;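 further: plate controls were negative control peptide for no effect and reference peptide for full effect; strong numbers were not always called active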
# SARS 3CLpro inh = SARS-CoV 3CLpro protease inhibitors, primary screen, biochemical, quenched FRET | hit rate 0.14% among 290,000 | recombinant SARS-CoV 3CLpro, quenched FRET peptide cleavage | inhibition, % at 6 µM | AID 1706, 2009; in the data active means inhibition above about 12%
# Yp Topo-I inh = Yersinia pestis topoisomerase I inhibitors, primary screen, biochemical, cleavage product accumulation, plate reader, single point | DNA topoisomerase I (Yersinia pestis CO92) | Y. pestis Topo-I cleavage product accumulation | activity, % at 10 µM | hit rate 0.064% among 360,000; in the data active means activity above about 50%, passing the limit was not always enough; inconclusive means no clear call, values can overlap the other calls; further: inactives centre near 2
# DUSP3 inh = VHR1 phosphatase inhibitors, primary screen, biochemical, absorbance, uHTS. recombinant VHR phosphatase, pNPP absorbance. inhibition, % at 13.3 µM. hit rate 0.52% among 290,000; in the data active means inhibition above about 50%; further: some compounds called inactive have numbers as strong as hits
# Target sequence (P51452 whole entry, looked up): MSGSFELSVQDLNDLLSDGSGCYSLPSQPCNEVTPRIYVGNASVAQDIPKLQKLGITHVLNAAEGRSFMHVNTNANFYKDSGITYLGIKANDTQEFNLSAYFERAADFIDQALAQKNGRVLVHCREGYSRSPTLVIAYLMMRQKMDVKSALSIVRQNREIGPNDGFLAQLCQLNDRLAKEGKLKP
# Rv3671c inh = Rv3671c serine protease inhibitors, primary screen, biochemical, fluorescence polarization, M. tuberculosis H37Rv. P9WHR9. inhibition, % at 5.96 µM. hit rate 0.048% among 320,000. AID 2606, 2010; in the data active means inhibition above about 38%;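 further: extracellular domain of Rv3671c used as enzyme; 0% = enzyme with DMSO and 100% = no enzyme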
# Target sequence (P9WHR9 whole entry, looked up, the tested form may be a part): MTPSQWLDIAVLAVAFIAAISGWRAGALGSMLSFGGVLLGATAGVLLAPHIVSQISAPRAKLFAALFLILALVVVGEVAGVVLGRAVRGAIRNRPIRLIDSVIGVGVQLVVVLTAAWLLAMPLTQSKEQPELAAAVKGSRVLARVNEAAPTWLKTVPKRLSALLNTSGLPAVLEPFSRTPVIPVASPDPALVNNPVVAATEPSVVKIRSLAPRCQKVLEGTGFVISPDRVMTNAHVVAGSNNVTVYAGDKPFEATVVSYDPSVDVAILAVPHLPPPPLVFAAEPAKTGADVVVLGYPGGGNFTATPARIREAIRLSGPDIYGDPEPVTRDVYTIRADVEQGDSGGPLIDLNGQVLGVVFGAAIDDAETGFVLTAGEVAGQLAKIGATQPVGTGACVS
# BH1578 lux ind = inducers of Vibrio cholerae quorum light production without autoinducers, primary screen, BH1578 luxS cqsA deficient, single point; V. cholerae BH1578 lux reporter, luminescence, 6 h; activation, % at 18.7 µM; hit rate 0.16% among 350,000; in the data active means activation mostly above about 9.7%, no sharp cut-off; inconclusive means no clear call, values can overlap the other calls; inactive means mostly below about 3.7%; further: not every result past the cut was called active; inactives centre near 0; reference of the scale not given here
# Active calls of the source: *; i = inactive; ? = inconclusive; · = no result given; & = joins results of further samples. These rows are one share of the data (hit frequency here may not be typical).
# Order of values: PfHsp40 rescue, SARS 3CLpro inh, BH1578 lux ind, Yp Topo-I inh, Rv3671c inh, DUSP3 inh, Anthrax LF prot, MazF activator, PriA SSB inh, TcdB GH inh
- COc1cc(NC(=O)C2=C(C)OCCS2)c(Cl)cc1C(=O)NCCCN1CCCC(C)C1 (stereo not given)
    ·, ·, 0.6, 8, ·, ·, -7, 14, ·, 0.0
- O=C(CC(NC(=O)OCc1ccccc1)c1nn[nH]n1)OCc1ccccc1 (stereo not given)
    ·, ·, i, -5, ·, ·, -2, 4, ·, 1.8
- CCSc1nnc(Cc2cc(=O)[nH]c(=O)[nH]2)n1-c1ccc(Cl)cc1
    0.5, ·, -0.4, 2, 4, -5, -7, -4, -12, -2.7
- O=C1CSCC(=O)N1Cc1ccc(Cl)cc1Cl
    -0.9, -5, i, 2, 8, 21, -18, 6, -7, 0.5
- COc1cccc(C2=NOC(C(=O)NCC3CCCO3)C2)c1 (stereo not given)
    -0.2, 0, 2.4, 13, 3, 7, 0, -1, 8, ·
- C=C(C)C(=O)N1CC2(CC(c3cccc(NC(=O)/C(C)=C\C)c3)=NO2)C[C@H]1C(N)=O (stereo not given in full)
    -0.5, ·, -0.8, 0, -5, -4, 6, -3, -2, -0.7
- CCc1nc2ccc(C(=O)NCc3ccccc3OC)cn2c1N(C)Cc1ccc(N(C)C)cc1
    ·, ·, i, 27, ·, ·, -8, ·, ·, 0.1
- O=c1[nH]c(SCc2ccc(Cl)cc2)nc2c1CCC2
    0.6, 5, 7.7, 14, 0, 2, -2, 2, -19, ·
- Cc1sc(NC(=O)CCCCC(=O)Nc2sc(C)c(C)c2C(=O)O)c(C(=O)O)c1C
    0.2, ·, 0.5, 1, 8, ·, 1, 10, -17, -0.8
- COc1ccc(C2CC(c3ccc4ccccc4c3OC(C)=O)=NN2C(C)=O)cc1 (stereo not given)
    -0.7, -2, i, 14, 8, 17, 6, 14, -9, 2.3
- O=C(CSc1nnc(Cc2cccs2)n1Cc1ccco1)Nc1ccc(Cl)cc1Cl
    3.2, -2, ·, 11, -8, 32, -6, -2, -1, ·
- S=C(NCCc1ccc(Cl)cc1)Nc1ccc(Cl)cc1Cl
    70*, 2, 1.7, -7, -33, 22, 0, -13, -26, ·
- CCNCc1cc(Cl)cc(OC)c1OC(C)C
    -0.2, 4, -0.6, -2, -7, -6, 0, -3, -5, ·
- O=C(O)c1ccc2c(=O)n3c(nc2c1)/C(=C/c1ccccc1Br)CC3
    0.2, 1, i, -4, -4, -3, 5, 8, -11, 0.7
- CCOC(=O)c1cc2c(N)c(C(=O)c3ccc(Br)cc3)sc2[nH]c1=O
    -0.9, 2, -2.1, -3, -10, -3, -6, -20, -8, 0.5
- CCc1nnc(NC(=O)C2CC(=O)N(c3ccc(C)cc3)C2)s1 (stereo not given)
    -0.4, -4, 12, 7, -2, 27, -2, 5, -3, ·
- Fc1ccc(CCNC(=S)Nc2ccc(F)c(Cl)c2)cc1
    113*, 1, 0.2, 3, -5, 31, -4, 10, -11, -0.1
- c1ccc2c(c1)CCN(c1ncnc3nc[nH]c13)C2
    0.3, 4, -0.3, 1, -2, 12, -1, 1, -8, 0.2
- Cc1cc(C)cc(NC(=O)Cn2nnc(C(=O)NCc3cccs3)c2N)c1
    0.9, 0, 0.2, -4, -23, 6, -2, -59, -8, 1.4
- O=C(Cc1ccc(Cl)cc1)NCCN1CCCC1
    -0.8, 0, -2.0, -7, 4, 4, -1, 2, -9, ·

# Some of the entries so far, tab-delimited:
Compound	PfHsp40 rescue	SARS 3CLpro inh	BH1578 lux ind	Yp Topo-I inh	Rv3671c inh	DUSP3 inh	Anthrax LF prot	MazF activator	PriA SSB inh	TcdB GH inh
COc1cc(NC(=O)C2=C(C)OCCS2)c(Cl)cc1C(=O)NCCCN1CCCC(C)C1 (stereo not given)	·	·	0.6	8	·	·	-7	14	·	0.0
COc1cccc(C2=NOC(C(=O)NCC3CCCO3)C2)c1 (stereo not given)	-0.2	0	2.4	13	3	7	0	-1	8	·

# Back to the main list with the 2 entries that preceded the break.
# Order of values: PfHsp40 rescue, SARS 3CLpro inh, BH1578 lux ind, Yp Topo-I inh, Rv3671c inh, DUSP3 inh, Anthrax LF prot, MazF activator, PriA SSB inh, TcdB GH inh
- Cc1cc(C)cc(NC(=O)Cn2nnc(C(=O)NCc3cccs3)c2N)c1
    0.9, 0, 0.2, -4, -23, 6, -2, -59, -8, 1.4
- O=C(Cc1ccc(Cl)cc1)NCCN1CCCC1
    -0.8, 0, -2.0, -7, 4, 4, -1, 2, -9, ·
- CCCN(CCC)CC(O)COc1ccccc1C(=O)Nc1ccccc1 (stereo not given)
    0.1, 4, -0.7, -4, 5, 18, -4, -17, 4, -1.1
- Cc1cc(C)cc(NC(=O)CSc2ccc(-c3ccccn3)nn2)c1
    ?, 1, i, -12, 10, 38, -5, 1, 5, 1.1
- Cc1ccccc1N1CCN(CC(=O)Nc2ccccc2C(=O)NC2CC2)CC1
    1.3, ·, 1.6, 13, -10, ·, -4, 0, 6, -0.5
- CCN1CCN(c2ccc(S(=O)(=O)N3CCOCC3)cc2NC(=O)c2ccc(F)cc2Cl)CC1
    -0.5, ·, -1.3, -2, -3, ·, -12, 7, 1, 2.3
- O=C(CSCc1ccc(Cl)cc1)NCc1ccc2c(c1)OCO2
    2.3, -5, -1.4, -10, -5, 7, 1, -6, -8, 1.1
- Nn1cnnc1SCC(=O)Nc1ccc2c(c1)OCCO2
    -1.4, -4, i, 9, 0, 8, -5, 5, -8, 1.4
- O=C(NCc1cccs1)C1CCN(c2nccs2)CC1
    -0.3, 1, 2.3, -4, 4, 24, 20, -7, -17, ·
- COC(=O)[C@H](CCSC)NS(=O)(=O)c1ccccc1Br
    0.0, ·, i, 3, -1, 10, 3, 8, -5, -0.2
- CN(Cc1ccccc1)c1nc2c(c(=O)[nH]c(=O)n2C)n1Cc1ccccc1F
    0.6, -4, -0.1, 31, 1, 35, 3, 17, -3, 0.4
- Cc1nn(CC(=O)Nc2ccc3c(c2)nc2n3CCOC2)c(=O)c2ccccc12
    -1.0, 6, i, 3, 4, 24, 1, 0, -1, ·
- CCOC(=O)c1sc(=S)n(CC)c1NC(=O)C1CC1
    1.4, -6, i, -2, 3, 27, 3, 4, -14, ·
- O=c1c2ccccc2c(C=Nc2ccc(S(=O)(=O)Nc3ncccn3)cc2)c(O)n1-c1cccc(Cl)c1
    ·, -2, ·, ·, 7, 15, ·, ·, ·, -7.7
- CC(C)CCOc1ccc(C(=O)NCC(c2ccco2)N(C)C)cc1 (stereo not given)
    -1.1, 2, -0.4, 25, -3, 1, -2, 8, 3, -0.1
- N#CC1=C(O)C(c2ccccc2)n2c1nc(=O)c1ccccc12 (stereo not given)
    -1.0, 0, 1.1, 7, 4, 7, -3, 8, -12, ·
- O=C(COC(=O)c1cccc(F)c1)NCCC1=CCCCC1
    -0.3, ·, 0.0, 12, -4, ·, -3, 6, -5, -1.5
- N#C/C(=C\c1ccc[nH]1)S(=O)(=O)c1ccccc1
    -0.7, 7, -0.7, 7, 3, 13, -2, -5, 2, 2.3
- Cc1ccc(C2NC(=S)NC3=C2N2CCC3CC2)cc1 (stereo not given)
    -1.0, -1, -0.2, -3, -4, 20, -8, -5, -11, ·
- CCN(CC(=O)Nc1ccc(NC(C)=O)cc1)C(=O)COc1ccc2ccccc2c1
    -1.1, ·, -1.6, 12, 2, ·, 1, -1, -29, 1.5
- Cc1sc(NC(=O)CCCC(=O)O)c(C#N)c1C
    -1.3, -6, -0.3, 7, 8, 7, -15, 2, 12, ·
- CC(C)(C)c1ccc(C(=O)NNC(=O)CCC(=O)Nc2ccccc2)cc1
    -1.1, -1, -0.1, 3, 3, -2, 4, 1, -4, 0.1

# New compounds follow:
# Order of values: PfHsp40 rescue, SARS 3CLpro inh, BH1578 lux ind, Yp Topo-I inh, Rv3671c inh, DUSP3 inh, Anthrax LF prot, MazF activator, PriA SSB inh, TcdB GH inh
- Cc1ccc(OCC(=O)NCCNC(=O)c2ccccn2)cc1
    -0.7, -2, -1.2, 1, 10, 22, -22, 8, 4, -0.4
- O=C(N1CCCCCC1)N1CCN(C(=O)N2CCCCC2)CC1
    1.1, -3, -0.3, -5, 2, 44, -2, 2, -1&-13, ·
- O=C(Nc1nnc(CCc2ccccc2)s1)c1cccs1
    -1.5, 2, i, 5, -9, 10, 0, -7, -10, ·
- O=C(Cc1cccc2ccccc12)Nc1nc(-c2cccc([N+](=O)[O-])c2)cs1
    -1.3, 0, -0.2, -10, -10, 6, 0, 15, -10, 0.7
- O=C(CSc1ccccc1F)NC(=O)NC1CCCC1
    ·, ·, 0.9, 7, ·, ·, -9, 7, ·, 1.1
- CCOc1cc(C2C(C(=O)OC)=CN(C3CCCC3)C=C2C(=O)OC)cc(Br)c1O
    -0.2, -7, i, 0, -5, 7, -3, -1, 4, ·
- C[C@H](CO)N1C[C@H](C)[C@@H](CN(C)Cc2ccc(C(=O)O)cc2)Oc2ncc(-c3ccc(C(=O)N(C)C)cc3)cc2C1=O
    ·, ·, -0.4, 5, ·, ·, -5, 6, ·, 0.9&0.5&-0.2
- CCOc1cccc(/C=N/NC(=S)Nc2cc(S(=O)(=O)N3CCOCC3)ccc2N2CCOCC2)c1O
    60*, 8, -0.3, 20, 25, -1, -2, -11, ·, -1.8
- COc1ccc(C(=O)C(C)Sc2nnc(C3CC3)n2C2CC2)cc1 (stereo not given)
    -0.7, ·, -0.9, 5, -7, ·, -2, -12, -4, 2.2
- O=C(COC(=O)c1cccc(S(=O)(=O)N2CCc3ccccc32)c1)NC1CCS(=O)(=O)C1 (stereo not given)
    0.7, -4, -0.6, 21, 1, 23, -1, -3, -16, ·
- Cc1c(/C=C2\NC(=O)NC2=O)c2ccccc2n1C
    -0.6, 5, 0.0, -4, 0, 4, -4, -10, 0, 0.6
- Cc1csc(CNc2ncnc3ccc(-c4cccc(Cl)c4)cc23)c1
    6.1, ·, i, 12, -87, ·, -1, -23, -6, 0.3
- COC(=O)c1ccc(Cn2c(C)cc(C)[n+]2C)o1
    0.5, -8, -1.4, 2, 4, -2, -5, 0, -3, ·
- CNc1ccc(S(=O)(=O)NCC(=O)OCC(=O)Nc2cccc(Cl)c2Cl)cc1[N+](=O)[O-]
    -0.3, -3, i, 5, 5, -3, -1, 3, -6, ·
- O=C(c1ccc(Cl)cc1)N1CCN(CCOc2ccccc2)CC1
    0.0, -1, 10, 15, 4, 10, -14, -1, 0, 0.5
- O=C(Cn1cnc([N+](=O)[O-])c1)Nc1ccc(F)c(Cl)c1
    -1.4, -3, -1.1, 3, ·, 9, -4, 6, 1, 0.9

# A different layout for part of the listing above:
SMILES | PfHsp40 rescue | SARS 3CLpro inh | BH1578 lux ind | Yp Topo-I inh | Rv3671c inh | DUSP3 inh | Anthrax LF prot | MazF activator | PriA SSB inh | TcdB GH inh
O=C(COC(=O)c1cccc(S(=O)(=O)N2CCc3ccccc32)c1)NC1CCS(=O)(=O)C1 (stereo not given) | 0.7 | -4 | -0.6 | 21 | 1 | 23 | -1 | -3 | -16 | ·
Cc1c(/C=C2\NC(=O)NC2=O)c2ccccc2n1C | -0.6 | 5 | 0.0 | -4 | 0 | 4 | -4 | -10 | 0 | 0.6

# High-throughput results from PubChem.
